Source: PubChem
PV pol inh = poliovirus RNA polymerase inhibition | poliovirus polymerase elongation, fluorescence polarization; hits give low values | % elongation, % (compound at 16.7 µg/mL) | actives 0.66% (n = 150,000) | AID 588519; in the data active = % elongation below about 90%; note: some results filed as inactive read as strong as hits
Target sequence (P03300 1749-2209 limits assumed): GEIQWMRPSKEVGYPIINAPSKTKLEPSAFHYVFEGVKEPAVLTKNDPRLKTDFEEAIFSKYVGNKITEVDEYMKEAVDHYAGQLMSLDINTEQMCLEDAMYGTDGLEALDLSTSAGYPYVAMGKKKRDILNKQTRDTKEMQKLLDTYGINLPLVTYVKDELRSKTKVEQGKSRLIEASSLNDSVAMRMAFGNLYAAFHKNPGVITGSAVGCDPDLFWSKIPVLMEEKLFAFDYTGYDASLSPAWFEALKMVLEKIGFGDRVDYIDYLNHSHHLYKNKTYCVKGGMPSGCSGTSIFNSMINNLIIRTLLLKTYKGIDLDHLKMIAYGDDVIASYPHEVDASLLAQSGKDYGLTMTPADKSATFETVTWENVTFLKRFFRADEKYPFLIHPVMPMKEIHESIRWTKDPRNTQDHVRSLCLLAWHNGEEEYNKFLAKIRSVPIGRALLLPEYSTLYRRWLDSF
PV pol inh FP z-score = recorded beside PV pol inh, whose call it bears; z-score; measured here: FP z-score; hits read low
* = called active by the depositor. An excerpt (hit frequency here may not be typical).

SMILES	PV pol inh	PV pol inh FP z-score
O=C1CC2(CCCc3ccccc32)C(=O)N1CN1CCOCC1 (stereo unspecified)	99	-0.5
O=C(c1ccccc1)c1ccc2nc(Nc3cc(Cl)ccc3O)c3nncn3c2c1	99	-1.2
COc1ccc(N2CCN(CCCNC(=O)c3c(C)nn(-c4ccc(F)cc4)c3-n3cccc3)CC2)cc1	103	-1.1
COc1ccc(CNC(=O)C2CCN(C(=O)N3CCOc4ccc(C)cc43)CC2)cc1	109	-0.2
CCOc1ccc(CCNC(=O)Cn2c(-c3cccs3)cc3ccccc32)cc1	110	0
O=S(=O)(NCC1(N2CCCCC2)CCCCC1)c1cccs1	98	-0.3
O=C(O)CCC(=O)NCc1ccccc1	101	-0.5
Cc1ccc(Sc2c(C)nn(-c3ccccc3)c2OC(=O)CC(C)C)cc1	108	0.9
O=C(/C=C/c1ccco1)OC(C(=O)Nc1ccc(F)cc1)c1ccccc1 (stereo unspecified)	124	3.1
N#Cc1ccc(NC(=O)COC(=O)c2cccc(F)c2)cc1	101	-0.1
CC1CCCN(S(=O)(=O)c2ccc(C(=O)Nc3ccccc3-c3nc4ccccc4[nH]3)cc2)C1 (stereo unspecified)	104	0.8
Cc1ccc(NC(=O)c2cccc(OC(=O)N(C)c3ccccc3)c2)cc1C	102	-0.2
O=C(Cc1ccccc1)NCCc1nc2ccccc2[nH]1	101	-0.5
Cc1nnc(NCC(C)O)[nH]c1=O (stereo unspecified)	99	-1.2
CN(C)c1ccc(/C=C2\SC(=Nc3ccccc3)N(CCO)C2=O)cc1	114	7.3
CCOc1ccc(Br)cc1S(=O)(=O)N(C)c1cccc(OC)n1	101	0
C/C=C/C(=O)N1CCCC(c2nc(-c3cccc(OC)c3)no2)C1 (stereo unspecified)	105	1.3
O=C(CSc1ccccc1C(=O)N(Cc1ccncc1)Cc1cccnc1)N1CCCC1	111	1.4
CN1/C(=C2/SC(=S)N(c3ccccc3)C2=O)Sc2ccccc21	102	0.1
COc1cc(OC)cc(C(=O)Nc2cc(C(=O)NCc3ccco3)ccc2N2CC3CC(C2)c2cccc(=O)n2C3)c1 (stereo unspecified)	104	1.4
CC1=Nc2cc(C(=O)N3CCC(C)CC3)ccc2Sc2ccc(Cl)cc21	113	0.2
O=S(=O)(NCC(c1ccco1)N1CCN(c2ccccc2)CC1)c1cc(F)ccc1F (stereo unspecified)	103	0
CC(C)C(=O)N(C)C1(c2ccccc2Cl)CCCCC1=O (stereo unspecified)	104	1.2
COc1ccccc1-c1noc(-c2ccc(NCc3cccnc3)c([N+](=O)[O-])c2)n1	112	0.9
N#Cc1ccccc1NC(=O)CSc1nc(-c2ccccc2)c(-c2ccccc2)o1	96	-0.2
The results go on.
SMILES	PV pol inh	PV pol inh FP z-score
CSc1ncc(C(=O)NCCc2ccccc2)c(C)n1	104	0.4
COc1ccccc1OCCn1c(=N)n(C)c2ccccc21	99	-0.6
CC(C)CN(CC(C)C)S(=O)(=O)c1ccc(C(=O)Nc2nnc(-c3ccccn3)o2)cc1	102	0.8
N#C/C(=C/c1ccc(N2CCCCC2)o1)C(=O)NCCc1c[nH]c2ccccc12	78	-4.3
CCCOCc1cc(CN2CCN(c3cccc(Cl)c3)CC2)c(O)c2ncccc12	119	2.2
COC(=O)c1cc2oc(C)cc2n1CC(=O)Cc1ccc(OC)cc1OC	104	0.7
CCOC(=O)c1cc(OC(=O)c2ccccc2Cl)n(-c2ccccc2)n1	104	-0.1
Cc1nn(-c2ccccc2)c(-n2cccc2)c1CN	102	0
COCCNC(=O)CCSc1nc(-c2ccc3c(c2)OCO3)cc(C(F)(F)F)n1	105	0.4
CSc1nnc(SC)n1CCNC(=O)c1c(Cl)cccc1Cl	110	0.7
O=C(NCCSc1nnnn1-c1ccccc1)C(c1ccccc1)c1ccccc1	101	-0.1
CC1=NN(C(=O)CSc2nc3ccccc3s2)C(C)(O)C1 (stereo unspecified)	109	0.7
O=C(COc1ccccc1)OC(C(=O)c1ccccc1)c1ccccc1 (stereo unspecified)	102	0.4
c1cnc(N2CCN(Cc3ccc4c(c3)OCO4)CC2)nc1	99	-0.4
Cc1ccc(-c2noc(CSc3nnc(-c4ccc(Cl)cc4)n3C)n2)cc1	110	0.8
COc1ccc(-n2ccnc(NCc3ccccc3OC)c2=O)cc1	114	1.6
N#CCCn1c(Sc2ncnc3sc4c(c23)CCCC4)nc2ccccc21	116	1.8
CCSc1nc2cc(S(=O)(=O)N(CC)CC)ccc2n1CC	104	0.2
O=C(O)c1cnc2sccn2c1=O	102	0
O=C1NC(=O)C(=Cc2cccc3ccccc23)C(=O)N1	112	1.3
COC(CNC(=S)Nc1cccc(C(F)(F)F)c1)OC	99	-0.7
COc1ccc2nc3oc(C(=O)Nc4ccc(C(C)C)cc4)cc3cc2c1	103	0.4
Fc1cc(Br)ccc1N=Cc1ccncc1	102	0.2
COC(CNC(=O)c1cc2c(s1)CSC2)OC	92	-3.9
O=C1NC(=O)C(=CN2CCC(Cc3ccccc3)CC2)C(=O)N1	100	-0.4

The closing 7 entries of the section before open the next one.
SMILES	PV pol inh	PV pol inh FP z-score
O=C(O)c1cnc2sccn2c1=O	102	0
O=C1NC(=O)C(=Cc2cccc3ccccc23)C(=O)N1	112	1.3
COC(CNC(=S)Nc1cccc(C(F)(F)F)c1)OC	99	-0.7
COc1ccc2nc3oc(C(=O)Nc4ccc(C(C)C)cc4)cc3cc2c1	103	0.4
Fc1cc(Br)ccc1N=Cc1ccncc1	102	0.2
COC(CNC(=O)c1cc2c(s1)CSC2)OC	92	-3.9
O=C1NC(=O)C(=CN2CCC(Cc3ccccc3)CC2)C(=O)N1	100	-0.4
O=P(c1ccccc1)(c1ccccc1)C(O)c1cccs1 (stereo unspecified)	99	0
c1cnc2c(Oc3ncnc4c3oc3ccccc34)cccc2c1	101	-0.3
COc1ccccc1CNC(=O)CCS(=O)(=O)c1ccc2c(c1)CC(C)N2C(=O)C1CC1 (stereo unspecified)	121	2.5
O=C(CCN1C(=O)c2ccccc2S1(=O)=O)Nc1nc(-c2ccccc2)cs1	103	0.4
CCN(CC)S(=O)(=O)c1ccc2c(c1)N(CC(=O)NCCCN1CCN(c3ccc(OC)cc3)CC1)C(=O)CO2	108	0.4
COC(=O)N/N=C/C1=CCC2CC1C2(C)C (stereo unspecified)	102	0.1
O=C(O)c1cn2c3c(cccc3c1=O)CC2	98	-0.7
CCC(=O)N1c2ccccc2CC1C(=O)NCCN1CCN(c2ccccc2F)CC1 (stereo unspecified)	103	-0.9
N#CC1=C(N)C2=C(N3CCOCC3)CCCC2C1(C#N)C#N (stereo unspecified)	105	0.4
COc1ccc(C2C(C(=O)Nc3ccc(C)c(F)c3)CC(=O)N2c2ccc(OC)cc2)cc1 (stereo unspecified)	102	-0.3
O=C(NCCCc1ccccc1)C1CCN(c2nnc(-n3cccc3)s2)CC1	101	-0.4
Cc1cc(SC(C)C(=O)NC(N)=O)nc2ccccc12 (stereo unspecified)	110	1
CCc1ccc(NC(=O)Nc2ccc3c(c2)N(CC)C(=O)c2ccccc2S3)cc1	103	-0.1
Cn1ccnc1SCC(=O)Nc1ccccc1	104	0.9
CC1(C)CC(=O)C/C(=N/Nc2nc3ccccc3o2)C1	101	0
COc1ccc(C(N)CC(=O)OC(C)C)cc1 (stereo unspecified)	104	0.2
O=C(CCNS(=O)(=O)c1ccccc1)Nc1ccc(Br)cc1C(=O)c1ccccc1	105	0.8
COc1ccc2[nH]c(=O)c(CN(Cc3cccs3)C(c3nnnn3C(C)(C)C)C(C)C)cc2c1 (stereo unspecified)	102	0
COc1c(OC)c2occc2c2oc(=O)ccc12	98	0.1
Cc1cccc(NC(=O)CN(C)S(=O)(=O)c2ccc3c(c2)CCC(=O)N3)c1C	106	0.3
Cc1cc2c(cc1S(=O)(=O)N1CCCCC1)OCC(=O)N2	96	-2.3
NN1C(=O)c2cccc3cccc(c23)C1=O	102	-0.1
CC(C)Cc1ccc(/C=C/C(=O)N2CCOCC2)cc1	97	-1.3
c1cc(SSc2ccsc2)cs1	104	0.9
O=C(CSc1n[nH]c(=O)[nH]c1=O)N1CCCCCC1	103	0
Remaining list, next part.
SMILES	PV pol inh	PV pol inh FP z-score
CC(C)N1CC2=C(OC(N)=C(C#N)C2c2cccnc2)/C(=C/c2cccnc2)C1 (stereo unspecified)	66	-6.3
COc1ccc(N2CCN(C(=O)C3Cc4ccccc4N3C(C)=O)CC2)cc1 (stereo unspecified)	98	-2
O=C(O)C1C2C=CC3(CN(C/C=C/c4ccccc4)C(=O)C13)O2 (stereo unspecified)	104	0.9
COc1ccc(O)c(C(=O)c2cnn3c(N)nnc3c2)c1	84*	-2.3*
COc1ccc(Cn2c(CNC(=O)c3ccc(N(C)C)cc3)nc3cccnc32)cc1	104	-0.8
Cc1c(CNCCCc2ccccc2)c(C(=O)O)c(C)n1Cc1cccc(Cl)c1	107	-0.1
N#Cc1ccccc1S(=O)(=O)N1CCNCC1	105	0.3
Cc1nc2sc(-c3ccccc3)cc2c(=O)n1-n1cccc1	105	1.2
O=C(Cc1csc(NC(=O)c2cccs2)n1)NO	103	0.1
CCOC(=O)/C(=C(/C)Nc1ccc(F)cc1)C1CC(=O)N(c2cc(C)on2)C1=O (stereo unspecified)	105	0.8
Cc1ccc(C)c(N2CCN(S(=O)(=O)c3cn(C)c(C)n3)CC2)c1	98	-1.9
O=C(N/N=C/c1ccccc1)c1[nH]ncc1I	101	-0.2
Cc1cc(C(=O)NCc2cccc(Br)c2)c2c(C)nn(-c3ccccc3)c2n1	105	-0.6
c1ccc(CCN2Cc3ccccc3C2)cc1	102	0.6
CCc1ccc(NC(=O)CSc2ccc3nnc(CCNS(=O)(=O)c4ccc(OC)cc4)n3n2)cc1	103	-0.4
CC1(C)OC(=O)C(=Cc2cccn2-c2ccc(S(N)(=O)=O)cc2)C(=O)O1	94	-0.8
CC(=O)N1CCCc2cc(S(=O)(=O)NC3CCCCC3)ccc21	102	-0.2
COc1ccc(NC(=O)c2sc3nc[nH]c(=O)c3c2C)cc1OC	102	0
Cc1oc(-c2cccc(Cl)c2)nc1CN1CCC(C(=O)NCCc2ccc(Cl)cc2)CC1	109	0.5
CN(C)c1scc(-c2ccc(Cl)cc2)c1C#N	106	0.3
O=C(Nc1ccc2c(c1)OCO2)C(O)(c1ccccc1)c1ccccc1	101	0.3
Oc1cccc(-c2nc3ccc4ccccc4c3c3c2CCCC3)c1	103	0.4
CCOC(=O)CNC(=O)Nc1cc(C(=O)NCc2cccc(F)c2)ccc1N1CCCC1	111	1
c1ccc(C2CC(c3cccs3)n3nnnc3N2)cc1 (stereo unspecified)	101	-0.1
CN1OC(COC(=O)c2cc(Cl)cc(Cl)c2)CC12C1CC3CC(C1)CC2C3 (stereo unspecified)	102	-0.1

Reformatted as comma-separated lines: 3 of the compounds above.
mol,PV pol inh,PV pol inh FP z-score
c1ccc(CCN2Cc3ccccc3C2)cc1,102,0.6
Cc1oc(-c2cccc(Cl)c2)nc1CN1CCC(C(=O)NCCc2ccc(Cl)cc2)CC1,109,0.5
CCOC(=O)/C(=C(/C)Nc1ccc(F)cc1)C1CC(=O)N(c2cc(C)on2)C1=O (stereo unspecified),105,0.8

The listing continues:
SMILES	PV pol inh	PV pol inh FP z-score
CCC(CC)NC(=O)CSc1ccccc1	102	0.5
O=S(=O)(Cc1nc(-c2ccc(Cl)cc2)cs1)c1ccccn1	105	0.7
CCOC(=O)c1c(C)[nH]c(C)c1S(=O)(=O)NCC(=O)Nc1cccc(Cl)c1	105	-0.1
COC(=O)c1ccc(-c2nc3cc(NC(C)=O)ccc3o2)cc1	98	-0.6
CCN(CC(=O)NCc1cccs1)c1ncnc2sc3c(c12)CCCC3	106	0.4
COc1cccc(N2CCN(C(=O)c3ccc(NC(=O)c4nsc5ccccc45)cc3)CC2)c1	109	0.5
COc1ccc(NS(=O)(=O)c2ccc3c(c2)N(C(C)=O)CC(C)O3)cc1OC (stereo unspecified)	99	-1.1
C=CCCCCCCCCCCCC(O)CC(O)COC(C)=O (stereo unspecified) (tested in a mixture with another compound)	101	0.5
CCc1noc(C)c1C(=O)OCC(=O)NC12CC3CC(CC(C3)C1)C2	105	0.1
CCOC(=O)c1cnc2ccc(OC)cc2c1NCCc1ccccc1	100	-0.8
O=C(CSc1ncn[nH]1)Nc1ccc(S(=O)(=O)N2CCCCC2)cc1	104	0.3
CCOC(=O)c1oc2ccccc2c1Cn1nnc(-c2ccccc2)n1	106	0.2
COCc1cc(=O)[nH]c(-c2cccc(C)c2)n1	103	0.4
Cc1ccc(NC(=O)CSc2nccn2C2CCCC2)cc1	112	1.3
CC(C)c1ccc(NC(=O)CCCc2nc(-c3ccc(Cl)cc3)no2)cc1	104	0.1
CC1=C(C(=O)Nc2ccccc2)C(c2cccs2)n2nc(SCc3ccccc3)nc2N1 (stereo unspecified)	105	0.2
CCc1cccc(NC(=O)CCc2c(C)nc3c(c2C)c(=O)n(C)c(=O)n3C)c1	104	-0.8
CC(C)CCn1nc(C(=O)OCC(N)=O)c2ccccc2c1=O	103	0.1
O=C(O)CCN1CCN(c2ccccn2)CC1	103	0.4
COCCN(C(=O)C1CC1)c1nnc(-c2cc(OC)c(OC)c(OC)c2)s1	99	-0.5
Cc1c[nH]c(=S)c(C#N)c1	104	0.5
CC(=O)N/N=C/c1cc(C(C)C)cc(/C=N/NC(C)=O)c1O	80	-7.9
O=C(Cc1cc(=O)[nH]c(=O)[nH]1)N1CCN(c2cccc(Cl)c2)CC1	102	0.1

For reference, three of the compounds above:
SMILES	PV pol inh	PV pol inh FP z-score
O=C1CC2(CCCc3ccccc32)C(=O)N1CN1CCOCC1 (stereo unspecified)	99	-0.5
O=C(c1ccccc1)c1ccc2nc(Nc3cc(Cl)ccc3O)c3nncn3c2c1	99	-1.2
COc1ccc(N2CCN(CCCNC(=O)c3c(C)nn(-c4ccc(F)cc4)c3-n3cccc3)CC2)cc1	103	-1.1
